# Screening data deposited in PubChem by several laboratories.
# XIAP displacement = XIAP antagonists, biochemical, IAP family, fluorescence polarization (AID 1018); XIAP BIR domain, fluorescence polarization peptide displacement; higher % means a stronger effect; displacement, % at 20 µM, or IC50 in µM where a hit was titrated; actives 0.007% (n = 200,000); in the data active = displacement above about 50%; note: a part of the inactive calls stands beside numbers as strong as those of hits
# Hep lipid drop = modulators of hepatic lipid droplet formation; AID 1656; inhibition, % at 6.5 µM; AML12 mouse hepatocytes, oleate lipid droplets, BODIPY imaging; actives 0.4% (n = 240,000);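 active = lipid droplet intensity inhibited by at least 50%, with more than 500 cells counted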
#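 Assay system: AML12 mouse liver cells | Compound: 6.5 µM single-point dosing | Schedule: Overnight exposure | Technique: Fluorescence imaging, 20x objective, two fields per well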
# K1F lysis inhibition = protection from phage-mediated lysis, alamar blue read-out – E. coli UTI89, K1F phage, bacterial capsule biogenesis inhibitors (AID 488966); actives 0.02% (n = 340,000); inhibition, % at 100 µM; hits with a dose series show IC50 in µM; E. coli UTI89 K1F phage lysis, alamar blue, 2 h; higher % means a stronger effect;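 active = phage lysis inhibition, versus mean bacterial control, above a set limit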;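 note: capsule biogenesis inhibitors block K1F phage lysis so surviving cells raise fluorescence; higher fluorescence means more inhibition of phage lysis; actives were called in the ten point dose series up to 300 µM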
# Siah-1 displacement = Siah-1 peptide-binding antagonists, primary screen, biochemical, fluorescence polarization, rhodamine-plectin, uHTS (AID 1817); Siah-1 / rhodamine-plectin peptide fluorescence polarization; higher % means a stronger effect; displacement, % at 20 µM; hits with a dose series show IC50 in µM; actives 0.02% (n = 290,000);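 active = displacement of at least 50% at 20 µM, with a fluorescence ratio check between 0.3 and a set limit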;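 note: plate controls were Siah plus tracer with DMSO for no effect and tracer alone without Siah for full effect; strong numbers were not always called active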
# P. falciparum M1AAP = P. falciparum M1AAP inhibitors, biochemical, fluorogenic H-Leu-NHMec substrate, 1536-well (AID 1445); inhibition, % at 30 µM; hits with a dose series show IC50 in µM; recombinant M1AAP, H-Leu-NHMec fluorogenic kinetic assay; higher % means a stronger effect; actives 0.42% (n = 220,000);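 active = primary inhibition above the hit cutoff, then over 50% inhibition at one or more dose response concentrations, cut at about 23% in these data, passing the limit was not always enough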;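 note: plate controls were DMSO full reaction for no effect and no enzyme background for full effect; strong numbers were not always called active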
# PMI inhibitors = MPI enzyme activity inhibition – biochemical, fluorescence intensity, coupled assay, primary screen (AID 1209); actives 0.42% (n = 190,000); purified PMI enzyme, coupled fluorescence intensity; higher % means a stronger effect; inhibition, % at 20 µM, or IC50 in µM where a hit was titrated;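 note: plate controls were DMSO vehicle for no effect and wells lacking substrate for full effect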
# P. falciparum M17LAP = P. falciparum M17LAP inhibitors, primary screen, biochemical, fluorogenic H-Leu-NHMec substrate, 1536-well (AID 1619) | recombinant M17LAP, H-Leu-NHMec fluorogenic kinetic assay; higher % means a stronger effect | actives 0.38% (n = 220,000) | inhibition, % at 30 µM, or IC50 in µM where a hit was titrated;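 active = compound inhibiting the enzyme by more than half at any dose during confirmatory dose-response retesting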;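 note: plate controls were full reaction with DMSO carrier for no effect and no enzyme background for full effect; strong numbers were not always called active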
# TNAP activators = stimulation of alkaline phosphatase TNAP activity – biochemical, luminescent, no phosphate acceptor, uHTS, primary screen (AID 1001) | purified TNAP, luminescent activation assay, no phosphate acceptor; higher activation fold means a stronger effect | activation fold at 20 µM; hits with a dose series show EC50 in µM | actives 0.03% (n = 200,000); in the data active = activation fold from about 3, or a potency from the dose series; inactive = the rest, 99 in 100 with activation fold below about 1.6; note: many of its hits are not listed in these tables
# human PMI inhibitors = human PMI inhibitors, high substrate, primary screen, biochemical, fluorescence intensity, high mannose 6-phosphate (AID 1220). inhibition, % at 20 µM, or IC50 in µM where a hit was titrated. recombinant PMI enzyme, coupled fluorescence intensity; higher % means a stronger effect. actives 0.66% (n = 190,000)
# Hep lipid drop cells 6.5 µM = second read-out of Hep lipid drop, no call of its own (marks repeat the call); cell count; measured here: cell count, cytotoxicity flag;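 cells counted across two imaged fields per well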
# An asterisk follows results filed as active; · = not tested or not shown; [ ] = dose if it differs, or a comment. Cut-off read from the data, not from the text of the source, unless noted: active = inhibition above about 50%; inactive = the rest. Compounds were not picked by outcome; any-hit rate near 1.9%.
SMILES,XIAP displacement,Hep lipid drop,Hep lipid drop cells 6.5 µM,K1F lysis inhibition,Siah-1 displacement,P. falciparum M1AAP,PMI inhibitors,P. falciparum M17LAP,TNAP activators,human PMI inhibitors
CCN(CC)C(=O)CSc1ncnc2c1nnn2-c1ccc(F)cc1,-0.9%,·,·,-0.1%,2%,0%,-6%,4%,1.1,-6%
O=C(CSc1ncnc2[nH]ncc12)Nc1cccc(Oc2ccccc2)c1,-1.9%,1,649,0.2%,2%,-5%,24%,-2%,1.7,19%
CN(CC(=O)Nc1nccs1)S(=O)(=O)c1ccc(F)cc1,-6.4%,4,689,1.7%,2%,7%,42%,-1%,1.1,33%
COC(=O)C1=C(C)N(C)C(=O)NC1c1cc2c(cc1[N+](=O)[O-])OCO2 (stereo not given),-15%,0,734,0.1%,10%,10%,40%,8%,1.1,43%
CCCC(=O)OCC(=O)Nc1ccc2[nH]c(=O)[nH]c2c1,-3.6%,·,·,-0.2%,-3%,3%,14%,-4%,1.1,38%
O=c1c2ccccc2c2ccccc2c(=O)n1-c1ccccc1,1.3%,17,698,0.1%,-2%,2%,4%,-8%,1.1,-1%
COc1cccc(NC(=O)Cn2nnc(-c3ccccc3N)n2)c1,4.0%,·,·,3.9%,-2%,4%,3%,8%,1.1,5%
CN1CCN(S(=O)(=O)c2ccc(NC(=O)C(C)(C)C)cc2)CC1,-3.1%,-3,786,0.9%,-1%,22%,-9%,24%,1.2,-8%
O=C(CN1CC[n+]2c(-c3cccs3)csc21)c1ccc(Br)cc1,-26%,-22,610,0.2%,-3%,-4%,-2%,2%,0.8,-2%
CCN1CCN(C2=CC3=CC(=C(C#N)C#N)CCC3CC2)CC1 (stereo not given),-0.4%,25,699,-0.5%,2%,7%,30%,46%,1,60%*
O=C(Nc1ccc(NC(=O)C2CC2)cn1)c1ccccc1Cl,-5.2%,-14,605,-0.1%,-1%,-2%,2%,-10%,1,-2%
COc1ccc(-c2nnc(SCC(=O)Nc3cccc(Cl)c3)o2)cc1,-6.5%,·,·,0.3%,1%,3%,-9%,8%,1,-1%
COc1ccc(CNC(=O)c2ccc(Br)cc2)cc1,-7.1%,-2,744,·,5%,4%,12%,-10%,1.1,-1%
Cc1c(C=N)c(O)n(C)c(=O)c1C#N,·,0,699,-1.8%,14%,19%,·,14%,·,·
CCOc1ccccc1-n1c(SCC(=O)NC(C)CC)nnc1-c1ccoc1C (stereo not given),-3.4%,0,691,-5.2%,-1%,-7%,1%,-12%,1,2%
O=C(Cn1cnc2ccccc21)N/N=C/c1cccs1,0.2%,23,656,3.4%[50 µM],-2%,3%,-7%,23%,1.2,-12%
Cc1cc(S(=O)(=O)NCC(C)C)ccc1OCC(=O)N1CCOCC1,0.4%,19,603,0.6%[50 µM],4%,8%,8%,6%,1.1,5%
CCOC(=O)C1=C(CN2CCN(CCC#N)CC2)NC(=O)NC1c1ccc2c(c1)OCO2 (stereo not given),-3.4%,2,710,0.2%,-3%,0%,7%,2%,1,7%
CCOC(=O)CSC1=Nc2ccccc2C2=NC(CC(=O)NCc3ccccc3)C(=O)N12 (stereo not given),-4.0%,·,·,2.7%,-3%,10%,-1%,24%,1,5%
COCCNC(=O)[C@H](CSCc1ccccc1)N1Cc2ccccc2C1=O,·,8,765,0.0%,2%,1%,·,4%,·,·

# Fetched one by one from the list above, 4 records:
SMILES,XIAP displacement,Hep lipid drop,Hep lipid drop cells 6.5 µM,K1F lysis inhibition,Siah-1 displacement,P. falciparum M1AAP,PMI inhibitors,P. falciparum M17LAP,TNAP activators,human PMI inhibitors
COCCNC(=O)[C@H](CSCc1ccccc1)N1Cc2ccccc2C1=O,·,8,765,0.0%,2%,1%,·,4%,·,·
COc1ccc(-c2nnc(SCC(=O)Nc3cccc(Cl)c3)o2)cc1,-6.5%,·,·,0.3%,1%,3%,-9%,8%,1,-1%
Cc1c(C=N)c(O)n(C)c(=O)c1C#N,·,0,699,-1.8%,14%,19%,·,14%,·,·
CCOC(=O)C1=C(CN2CCN(CCC#N)CC2)NC(=O)NC1c1ccc2c(c1)OCO2 (stereo not given),-3.4%,2,710,0.2%,-3%,0%,7%,2%,1,7%

# Later entries
SMILES,XIAP displacement,Hep lipid drop,Hep lipid drop cells 6.5 µM,K1F lysis inhibition,Siah-1 displacement,P. falciparum M1AAP,PMI inhibitors,P. falciparum M17LAP,TNAP activators,human PMI inhibitors
O=C(NNC(=S)NC1CCCCC1)c1ccc2c(c1)OCO2,-5.9%,-3,640,-0.5%,11%,2%,3%,-9%,2.3,1%
CCc1cc2c(=O)c(-c3ccc4c(c3)OCCO4)coc2cc1OC(=O)c1ccco1,-6.9%,1,630,0.3%,14%,3%,14%,-3%,1.1,8%
COc1ccc(-c2nc(CS(=O)CC(=O)N3CCCC3)c(C)o2)cc1 (stereo not given),-4.6%,-1,595,-1.0%,3%,1%,5%,2%,1.1,2%
O=C(NCc1ccccc1)c1ccc(OC2CSC2)cc1,-7.5%,5,528,0.2%,0%,0%,13%,0%,1,8%
COc1ccc(CCN=C(N)NS(=O)(=O)c2ccc(C)cc2)cc1,0.3%,-40,663,1.7%,-1%,-1%,9%,-7%,1,2%
CCCCSc1nnc([C@@H]2CCCN2C(=O)OC(C)(C)C)o1,-2.9%,·,·,0.1%,-1%,2%,-1%,-10%,1,-6%
O=C(O)CCC(=O)Nc1ccc(OCC(=O)O)cc1,-6.7%,12,762,0.3%,3%,1%,7%,-3%,1.1,-1%
COc1ccc(NC(=O)Nc2ccc(OC)c(OC)c2)c([N+](=O)[O-])c1,-8.2%,-7,524,1.1%[50 µM],2%,0%,9%,-2%,1.1,6%
Cc1cc(C)n(CC(=O)n2c3ccccc3c3ccccc32)n1,-6.0%,·,·,-0.3%,3%,0%,14%,1%,1.1,15%
COC(=O)c1cc(=O)n(C2CC2)c(=NC2CC2)s1,-3.9%,·,·,11%,4%,-3%,-1%,4%,1.1,-1%
CCCCNC(=O)c1ccc(CS(=O)(=O)c2ccc(OC)cc2)o1,0.0%,·,·,-0.6%,-6%,-2%,-8%,-4%,1,-10%
O=C1c2ccccc2NC2CCCCC12 (stereo not given),-4.2%,·,·,0.2%,2%,3%,-2%,6%,1.1,3%
O=C1/C(=C/c2cccnc2)SC(=S)N1CC1CCCO1 (stereo not given),-3.0%,-1,702,0.7%,-1%,10%,11%,9%,1.2,17%
COc1ccccc1OCCn1c(C(C)O)nc2ccccc21 (stereo not given),-6.4%,·,·,0.2%,1%,7%,3%,1%,1.1,5%
Clc1ccc(CSc2nnc(-c3ccncc3)o2)cc1,-5.6%,·,·,1.5%,4%,7%,9%,0%,1.1,7%
CN1CCCN(C(=O)c2cc(-c3ccc(Cl)c(Cl)c3Cl)nc3ccccc23)CC1,-6.4%,1,671,0.8%,0%,0%,3%,-1%,1.1,8%
COC(=O)c1ccc(NC(=O)c2cc(Cl)ccc2OC)cc1,-1.4%,7,668,0.5%,14%,6%,4%,5%,1,4%
COc1cc(C2NC(=O)NC(C)=C2C(=O)OC(C)(C)C)ccc1OCC(=O)O (stereo not given),-0.4%,20,721,1.8%,4%,-4%,11%,9%,1.2,12%
COC(=O)c1ccc(OC(=O)c2ccco2)cc1,-4.0%,·,·,-0.4%,2%,-3%,-5%,8%,1.1,-6%
COc1ccc(NC(=O)Nc2c(C)noc2-c2ccccc2)cc1,·,-7,727,-1.0%,14%,-1%,·,2%,·,·
CC1CCCN(c2ncnc3c2cnn3-c2ccccc2)C1 (stereo not given),·,-9,664,-1.3%,0%,-3%,·,1%,·,·
O=S1(=O)C=C(SCc2ccccc2)Nc2ccccc21,-6.3%,·,·,1.7%[50 µM],1%,-1%,-5%,-7%,1,-8%
CCOc1ccc(NC(=O)NCc2cccnc2)cc1,-5.1%,23,650,0.2%,-2%,-7%,17%,-2%,1.1,18%
Cc1ccc(SC(=O)c2c(C)noc2-c2cc(C)on2)cc1,·,2,800,·,-3%,11%,·,5%,·,·
Cc1ccnc(NC(=O)c2ccoc2C)c1,-2.0%,-2,637,0.3%,9%,3%,-12%,5%,1.1,-9%
CCC1=NN(C(=O)Cc2ccc([N+](=O)[O-])cc2)C(O)(c2ccc(Br)cc2)C1 (stereo not given),-3.1%,-3,640,-0.2%[50 µM],1%,7%,2%,7%,1,7%
O=C(NCCCN1CCN(c2ccc(F)cc2)CC1)Nc1ccc([N+](=O)[O-])cc1,-6.6%,18,694,2.5%,6%,2%,11%,9%,1.1,2%
COCCn1nnnc1C(c1cc2cc(C)ccc2[nH]c1=O)N1CCCCCC1 (stereo not given),-8.0%,·,·,0.5%[50 µM],3%,22%,4%,3%,0.9,-32%
Clc1ccc(C[n+]2cc(-c3ccccc3)n3c2CCC3)cc1,·,30,726,5.5%,14%,4%,·,-7%,·,·
CCCCNS(=O)(=O)c1ccc2nc(-c3cccnc3)cc(C(=O)NCCCOC)c2c1,-5.0%,25,716,0.5%,9%,0%,2%,1%,1.2,1%
Cc1cccc2cc(CN(C(=S)NCC(C)C)C3CCCC3)c(=O)[nH]c12,-7.8%,-1,678,0.8%[50 µM],2%,11%,14%,7%,1.1,6%
CC(C)(C)c1ccc(C(=O)NCc2nnc(SCC(=O)N3CCCc4ccccc43)n2-c2ccccc2)cc1,-5.2%,14,668,3.5%,-8%,0%,0%,-5%,1.2,-2%
C/C(=N\O)c1ccc2c3c([nH]c2c1)CCCC3,-1.5%,-3,746,-0.8%,-3%,-2%,21%,-26%,1,20%
COc1ccc(-c2cc(C(=O)OC3CCOC3=O)c3ccccc3n2)cc1 (stereo not given),-1.1%,0,765,-0.3%,8%,8%,12%,11%,1.1,9%
CCNC(=S)NNC(=O)CCn1cc(C)cn1,-2.6%,0,723,-1.0%,1%,-2%,3%,1%,2.9,-3%
Cc1ccc(Cl)cc1N1CCN(Cc2cc3c(cc2O)CCC3)CC1,-3.2%,-2,763,0.2%,-1%,-1%,10%,21%,1.1,13%
Cc1c(Nc2nc3ccccc3nc2NS(=O)(=O)c2ccccc2)c(=O)n(-c2ccccc2)n1C,-5.1%,·,·,-0.1%,0%,14%,5%,68µM*,1.1,2%
COC(=O)c1cc2occc2n1Cc1nc(-c2ccccc2Cl)oc1C,0.7%,·,·,-0.4%,2%,2%,3%,-9%,1.1,9%
N#CCSc1nc2c(c(=O)n1Cc1ccccc1)C1(CCCC1)Cc1ccccc1-2,1.0%,0,742,-0.2%,2%,0%,15%,-4%,1.1,10%
O=C(COC(=O)c1cccnc1Cl)c1ccc(OC(F)F)cc1,-3.3%,9,721,0.2%,11%,6%,-6%,-2%,1.2,-8%
CS(=O)(=O)N1CCc2cc(C(=O)NC3CC3)ccc21,-9.1%,8,698,0.6%,7%,5%,7%,10%,1.1,5%
COc1cccc(C(=O)NCC(=O)N2CCC(C)CC2)c1,3.1%,·,·,5.5%,-1%,2%,-2%,25%,1.1,2%
